KCNK3 block = human KCNK3 channel inhibition, primary screen. O14649. CHO-KCNK3 thallium flux, FluxOR fluorescence; active compounds read low. B-score at 10 µM. hit rate 0.84% among 340,000. AID 602410;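 active = B-score under library mean minus 4 SD, starting fluorescence ratio at most library mean plus 5 SD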;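 also: more negative B-score means stronger inhibition of thallium flux through KCNK3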
KCNQ1 inh = blocks the human KCNQ1 potassium channel; P51787; B-score at 10 µM; hit rate 1.3% among 310,000; CHO-K1 KCNQ1, FluxOR thallium flux fluorescence; active compounds read high;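 active = compounds whose thallium flux B-score, printed positive for inhibition, exceeds three library SD while starting fluorescence stays within three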;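 also: channel opened by potassium depolarization with thallium stimulus after 20 min compound exposure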
DYRK1A inh = inhibitors of rat Dyrk1A kinase. Q63470. ADP-Glo luminescence, NFATc1 peptide. inhibition, % at 12.5 µM. hit rate 0.43% among 310,000. AID 504441; in the data active = inhibition above about 50%;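 also: plate controls were vehicle with enzyme for no effect and no enzyme for full effect; many of its hits are not listed in these tables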
TRPC4 agonist = activators of mouse TRPC4 channel. HEK293 TRPC4beta/mu-opioid, Fluo4 calcium fluorescence; active compounds read high. B-score at 10 µM. hit rate 0.49% among 310,000. AID 2237;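 active = B-score above 5 SD of library B-scores, and initial fluorescence ratio not above library mean plus 5 SD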;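 also: positive B-score marks a calcium rise read as TRPC4 activation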
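System: HEK293 cells stably co-expressing mouse TRPC4beta and mu-opioid receptor; Schedule: Fluo4 dye loading 45 min at room temperature, 110 s recording; Detection: Fluo4 fluorescence, kinetic; Evaluation: B-scored integrated calcium fluorescence ratio; Controls: buffer (low) and maximal DAMGO (high).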
ANO1 block = mouse TMEM16A channel inhibition, primary screen | HEK293 TMEM16A/YFP iodide influx fluorescence, ionomycin | normalized B-score (activity score, 25-100; higher = stronger inhibition) at 10 µM | AID 588511 | hit rate 1.2% among 310,000;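 active = ratio plate-corrected score three or more library SD toward inhibition, starting fluorescence score within five deviations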;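 also: score derived from kinetic fluorescence span divided by baseline fluorescence per well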
KCNQ1 act = potentiates or activates the human KCNQ1 potassium channel; P51787; CHO-K1 KCNQ1, thallium flux FluxOR fluorescence; active compounds read high; B-score at 10 µM; hit rate 0.35% among 310,000;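 active = fluorescence ratio B-score, a plate-corrected score, at least three library SD, with initial intensity B-score within 5 SD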
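System: Stable KCNQ1 CHO-K1 line | Incubation: 90 min dye loading and 20 min compound exposure, both at room temperature | Measure: Ratio B score | Medium: Assay buffer for compound exposure, DMSO matched across wells | Compound dosing: Single-concentration screen | Probe or stimulus: K+/Tl+ depolarizing stimulus | Measured by: Kinetic FluxOR fluorescence, 10 s baseline plus 110 s post-stimulus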
hERG protect = hERG (human) protection from proarrhythmic block | Q12809 | CHO-hERG, FluxOR thallium flux, dofetilide IC70 present | hit rate 0.51% among 310,000 | activation (rescue from dofetilide block), less the hit threshold, % at 10 µM | AID 1511;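 active = activation above the mean of controls blocked by dofetilide plus 5 SD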;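 also: thallium influx through hERG after potassium depolarization seen as dye fluorescence rise; in these data hits start at about 4.7%; inactives centre near -7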
Target sequence (Q12809 whole entry, looked up): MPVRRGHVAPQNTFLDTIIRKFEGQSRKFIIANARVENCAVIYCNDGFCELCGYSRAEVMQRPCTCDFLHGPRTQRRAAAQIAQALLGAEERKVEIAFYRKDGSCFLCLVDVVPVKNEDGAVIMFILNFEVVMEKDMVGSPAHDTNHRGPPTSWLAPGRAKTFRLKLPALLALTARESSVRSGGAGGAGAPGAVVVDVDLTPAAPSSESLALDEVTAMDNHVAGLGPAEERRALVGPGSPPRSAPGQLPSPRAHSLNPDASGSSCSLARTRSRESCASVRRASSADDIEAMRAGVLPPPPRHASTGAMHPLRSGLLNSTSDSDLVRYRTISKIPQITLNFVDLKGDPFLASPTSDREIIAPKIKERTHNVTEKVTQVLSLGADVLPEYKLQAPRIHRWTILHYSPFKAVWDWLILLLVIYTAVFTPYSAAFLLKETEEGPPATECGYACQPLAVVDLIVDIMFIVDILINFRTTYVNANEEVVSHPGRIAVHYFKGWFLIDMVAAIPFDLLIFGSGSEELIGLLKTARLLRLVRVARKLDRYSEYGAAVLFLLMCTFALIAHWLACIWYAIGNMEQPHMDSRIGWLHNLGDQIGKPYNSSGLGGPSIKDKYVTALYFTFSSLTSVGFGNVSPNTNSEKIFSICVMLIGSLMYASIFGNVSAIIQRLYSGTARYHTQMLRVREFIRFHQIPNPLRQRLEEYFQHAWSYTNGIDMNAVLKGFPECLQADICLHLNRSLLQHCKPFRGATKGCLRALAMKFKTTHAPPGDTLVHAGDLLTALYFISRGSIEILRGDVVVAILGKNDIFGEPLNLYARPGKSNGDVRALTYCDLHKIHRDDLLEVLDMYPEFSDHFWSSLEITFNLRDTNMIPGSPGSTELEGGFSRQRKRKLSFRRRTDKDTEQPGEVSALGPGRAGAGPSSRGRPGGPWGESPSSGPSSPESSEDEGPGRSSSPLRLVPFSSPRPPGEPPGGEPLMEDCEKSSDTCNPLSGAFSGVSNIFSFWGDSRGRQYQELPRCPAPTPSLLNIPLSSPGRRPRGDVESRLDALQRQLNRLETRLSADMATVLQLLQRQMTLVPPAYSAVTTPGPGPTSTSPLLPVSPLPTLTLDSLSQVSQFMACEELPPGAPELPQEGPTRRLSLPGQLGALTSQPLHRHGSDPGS
ANO1 activ = activators or potentiators of mouse TMEM16A chloride channel. Q8BHY3. HEK293 TMEM16A/YFP-H148Q/I152L, iodide quench fluorescence; active compounds read low. B-score at 10 µM. hit rate 0.3% among 340,000;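 active = fluorescence-ratio B-score plate-corrected deviation score at least 3 library SD below zero, with starting fluorescence score within 5 deviations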;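 also: channel opened by trigger with iodide after compound preincubation; score built on the fluorescence ratio of max minus min over baseline; more negative score means more quench and so TMEM16A activation or potentiation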
TRPC4 PAM = allosterically enhances the mouse TRPC4 cation channel. B-score at 10 µM. AID 2227. hit rate 0.42% among 310,000. Q9QUQ5. HEK293 TRPC4beta/mu-opioid, DAMGO EC20, Fluo-4 Ca2+ flux; active compounds read high;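 active = B-score of calcium response area above 5 SD of library B-scores, with initial fluorescence ratio within 5 SD of library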;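 also: B-score of integrated fluorescence ratio over time as area under calcium response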
KCNK9 block = human KCNK9 channel inhibition. hit rate 1.2% among 310,000. Q9NPC2. B-score at 10 µM. HEK293 KCNK9, FluxOR thallium flux fluorescence; active compounds read low;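 active = ratio B-score over 3 SD below the library mean, with starting fluorescence within 5 SD of its mean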;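 also: negative B-score means less thallium flux so channel inhibition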
HDAC3 inhib = blocks human histone deacetylase 3 | recombinant HDAC3, fluorogenic peptide/trypsin coupled, fluorescence | inhibition, % at 8.3 µM | hit rate 0.15% among 320,000 | AID 2718; in the data active = inhibition above about 26%, passing the limit was not always enough; inconclusive = no clear call, values can overlap the other calls
* = called active by the depositor; i = inactive; ? = inconclusive; · = not tested or not shown. These rows are one share of the data; the hit share may differ from the screen's.

SMILES	KCNK3 block	KCNQ1 inh	DYRK1A inh	TRPC4 agonist	ANO1 block	KCNQ1 act	hERG protect	ANO1 activ	TRPC4 PAM	KCNK9 block	HDAC3 inhib
O=c1c([N+](=O)[O-])c(N2CCCC2)c2ccccc2n1-c1ccccc1	i	i	-2	i	i	i	-20	i	i	i	0
CC(Cc1cccs1)NC(=O)Nc1ccc(Cl)cc1 (centres undefined)	i	i	2	i	i	i	-4	i	i	i	1
CCOc1ccc(NS(=O)(=O)c2ccc(NS(C)(=O)=O)cc2)cc1	i	i	-6	i	i	i	-7	i	i	i	-1
CCCN1C(=O)/C(=C\C=C2\N(CC)c3ccccc3C2(C)C)SC1=S	i	9*	5	i	·	i	-39	i	i	i	·
Cc1cc(C)nc(SCCCNCc2c(F)cccc2Cl)n1	i	i	-8	i	i	i	-8	i	i	i	-11
CCN(CC)C(=O)Cn1cc(S(=O)(=O)CC(=O)NCCc2ccc(OC)c(OC)c2)c2ccccc21	i	i	1	i	i	i	-9	i	i	i	·
CC(=O)Oc1c(C)c(=O)n(C)c2ccccc12	i	i	-1	i	i	i	-3	i	i	i	-7
CCOC(=O)C1CCCN(S(=O)(=O)c2ccc3c(c2)NC(=O)CO3)C1 (centres undefined)	i	i	-8	i	i	i	-10	i	i	i	·
CC(=O)C1=C(C)Nc2ncnn2C1c1ccc(O)cc1 (centres undefined)	i	i	12	i	i	i	0	i	i	i	·
C=CCNC(=S)NNC(=O)c1ccc(OC(C)C)cc1	i	i	0	i	i	i	-15	i	i	i	2
O=S1(=O)N=C(N/N=C/C=C/c2ccccc2)c2ccccc21	i	i	-5	i	i	i	-2	i	i	i	-10
C=CCc1c(C)nc(C)nc1N/N=C/c1ccccc1O	i	i	9	i	25*	i	-11	i	i	i	6
C=C(C)CNC(=S)Nc1cccc(S(=O)(=O)NC2=NCCC2)c1	i	i	·	i	i	i	-10	i	i	i	1
O=[N+]([O-])c1ccc2nc(C(O)C(O)c3nc4ccc([N+](=O)[O-])cc4[nH]3)[nH]c2c1 (centres undefined)	i	i	5	i	i	i	-12	i	i	i	5
Cc1cccc(NC(=O)CCC(=O)c2cccs2)n1	i	i	10	i	i	i	-12	i	i	i	0
O=C(Nc1nnc(C2CCCCC2)s1)c1cccs1	i	i	-1	i	i	i	-11	i	i	i	1
COc1ccc(CCC(=O)N(C)CC(=O)Nc2ccc(N3CCOCC3)cc2)cc1	i	i	·	i	i	i	-11	i	i	i	-5
CC(C)=C1SC(N2CCN(c3cccc(C(F)(F)F)c3)CC2)=NC1=O	i	i	-4	i	i	i	-9	i	i	i	3
Cc1cccc(-c2nnc(SCC#N)n2-c2ccccc2)c1	i	i	-1	i	i	i	-6	i	i	i	-1
COc1cc(C(=O)NNC(=O)c2ccc(NC(C)=O)cc2)cc(OC)c1OC	i	i	-1	i	i	i	-5	i	i	i	?
Cc1ccc(C(=O)COC(=O)CNC(=O)COc2ccccc2C)cc1C	i	i	3	i	i	i	-9	i	i	i	5
CC(C)(C)NC(=O)c1ccccc1NC(=O)c1ccc2c(c1)OCO2	i	i	6	i	i	i	-1	i	i	i	0
Cc1c(C(=O)NC2CCCc3ccccc32)oc2ccc(S(=O)(=O)N3CCCCC3)cc12 (centres undefined)	i	i	·	i	i	i	-6	i	i	i	1
CCCCCCCCC1=NCCc2c1[nH]c1ccccc21	i	8*	-1	i	i	i	-23	i	i	i	0
CCCCCCCCN1C(=O)N(C)C(N(O)C(=O)NC)C1(C)C (centres undefined)	i	i	-4	i	i	i	-5	i	i	i	-1
COc1ccc(C2=NN(C(=O)c3ccccc3)C(c3ccc(OC)c(OC)c3)C2)cc1OC (centres undefined)	i	i	-4	i	·	i	-7	·	i	i	·
COc1ccccc1/C=C/c1nc2ccccc2c(=O)o1	i	i	·	i	i	i	-9	i	i	i	3
COC(=O)Cn1c2ccc(C)cc2c2nc(C)sc21	i	i	-1	i	i	i	-10	i	i	i	·
CSc1nc(-c2ccccc2)nc(N2CCN(C)CC2)c1C(C)=O	i	i	3	i	i	i	-9	i	i	i	1
C=CCSc1nc2c(cnn2-c2ccccc2)c(=O)n1N	i	i	·	i	i	i	-6	i	i	i	4
COc1cc(=O)n2c(n1)SCCC2	i	i	-3	i	i	i	-8	i	i	i	6
O=C(Cn1c(=O)oc2ccccc21)NCC1COc2ccccc2O1 (centres undefined)	i	i	·	i	i	i	-8	i	i	i	-5
COc1ccccc1C(=O)NCC(=O)NCc1cc(=O)n(C)c(=O)n1C	i	i	-6	i	i	i	0	i	i	i	0
Cc1ccsc1/C=C1\CCc2ccccc2C1=O	i	i	10	i	i	i	-2	i	i	i	-3
Cc1nn(C)c(Oc2cccc(Cl)c2)c1C=O	i	i	-2	i	i	i	-9	i	i	i	-4
COC(=O)C1(C)CC1(c1ccccc1)c1ccccc1 (centres undefined)	i	i	1	i	i	i	-8	i	i	i	2
CN(Cc1ccccc1)C(=O)Cn1c(=O)oc2cc(S(=O)(=O)NCc3ccccc3)ccc21	i	i	-3	i	i	i	-11	i	i	i	4
O=C(O)c1ccc(N=NNc2cccc([N+](=O)[O-])c2)cc1	i	i	16	i	i	i	-1	i	i	i	3
Cc1ccc(S(=O)(=O)N2CCCCC2CCNC(=O)C(=O)NCc2ccncc2)cc1 (centres undefined)	i	i	-6	i	i	i	-16	i	i	i	5
c1ccc(-n2cccc2CNC2CCCCC2)cc1	·	i	·	i	i	i	-4	·	i	i	-3
CCOC(=O)c1c(C)oc2c1c(C(c1cccnc1)N1CCCCC1)c(O)c1ccccc12 (centres undefined)	i	6*	5	i	i	i	-7	i	i	i	-6
CN(C(=O)c1ccccn1)c1nnc(-c2ccccn2)s1	i	i	-2	i	i	i	-9	i	i	i	-5
Cc1ccc(/C=C2\CCC3=C2OC(N)=C(C#N)C3c2ccc(C)cc2)cc1 (centres undefined)	i	i	-1	i	i	i	-18	i	i	i	4
O=S(=O)(c1ccc(Cl)s1)N1CCN(Cc2ccccc2)CC1	i	i	-1	i	i	i	-7	i	i	i	6
CC(C)[C@H](Nc1ncnc2c1oc1ccccc12)C(=O)O	i	i	-4	i	i	i	-10	i	i	i	11
CN(C)c1ccc(S(=O)(=O)N(C)C)cc1[N+](=O)[O-]	i	i	-3	i	i	i	-2	i	i	i	-2
COc1ccc(CNC(=O)CN2C(=O)c3ccc([N+](=O)[O-])cc3C2=O)cc1	i	i	-2	i	i	i	-12	i	i	i	3
CC(C)Sc1ncnc2c1cnn2-c1ccccc1	i	i	-3	i	i	i	-9	i	i	i	4
CC(=O)O[C@H]1CC(=O)OC(C)(C)C2CC(=O)[C@]3(C)C(CC[C@@](C)([C@@H](O[C@@H]4O[C@H](CO)[C@@H](O)[C@H](O)[C@H]4O)c4ccoc4)[C@@]34O[C@@H]4C(=O)O)[C@]21C (some centres undefined)	i	·	-1	·	i	·	·	i	·	·	-5
CCOc1ccc2nc(SCC(=O)Nc3ccc4c(c3)OCO4)sc2c1	i	i	-4	i	i	i	-8	i	i	i	10
COc1ccc(Cn2c(=O)[nH]c3cc(C(=O)NCc4ccc5c(c4)OCO5)ccc3c2=O)cc1	i	i	-3	i	i	i	-9	i	i	i	-10
Cc1ccc(OCC(COCc2ccccc2)NC(C)C)cc1 (centres undefined)	i	i	0	i	i	i	-9	i	i	i	-7
CC1Cc2cc(-c3csc(N)n3)ccc2O1 (centres undefined)	i	i	·	i	i	i	-7	i	i	i	5
CCN(CC(=O)Nc1c(F)cccc1F)C(=O)c1cccc(S(=O)(=O)N2CCc3ccccc3C2)c1	i	i	-2	i	i	i	-8	i	i	i	5
CCOC(=O)C1=C(CCc2ccccc2)NC(=O)NC1c1ccc2ccccc2c1 (centres undefined)	i	i	-2	i	i	i	-7	i	i	i	8
Cc1ccc(NC(=O)COC(=O)c2ccco2)cc1	i	i	-1	i	i	i	-11	i	i	i	1
O=C(NCC1CCCO1)c1cnn2c1NC(c1ccccc1)CC2C(F)(F)F (centres undefined)	i	i	-1	i	i	i	-5	i	i	i	-1
Oc1ccc(-c2csc(Nc3ccccn3)n2)cc1O	i	i	24	i	i	i	-16	i	i	i	8
CC1(C)NC(=O)N(CC(O)CN(Cc2ccccc2)Cc2ccccc2)C1=O (centres undefined)	i	i	1	i	i	i	-8	i	i	i	2
O=C(O)CSc1nnc(-c2ccccc2)c(-c2ccccc2)n1	i	i	-5	i	i	i	-14	i	i	i	-1

Remaining list, next part.
SMILES	KCNK3 block	KCNQ1 inh	DYRK1A inh	TRPC4 agonist	ANO1 block	KCNQ1 act	hERG protect	ANO1 activ	TRPC4 PAM	KCNK9 block	HDAC3 inhib
CCN(CC)S(=O)(=O)c1ccc(N2CCOCC2)c(NC(=O)Cc2ccccc2)c1	i	i	-1	i	i	i	-8	i	i	i	4
Cc1ncc(CN2CCC(n3nccc3NC(=O)c3ccccc3)CC2)s1	i	i	4	i	i	i	-15	i	i	i	-6
O=S(=O)(c1ccc(F)c(F)c1)N1CCN(Cc2ccc3c(c2)OCO3)CC1	i	i	3	i	i	i	-6	i	i	i	-4
Cc1ccccc1Cn1cc(NC(=O)c2nc3ncccn3n2)cn1	i	i	-2	i	i	i	-8	i	i	i	1
Cc1ccc(N2C(=O)N(Cc3ccccc3C)c3ccccc3S2(=O)=O)cc1	i	i	5	i	i	i	-11	i	i	i	9
Cc1n[nH]c(C)c1S(=O)(=O)N1CCCC(C(=O)NCc2ccc(F)cc2)C1 (centres undefined)	i	i	1	i	i	i	1	i	i	i	-1
O=C1c2ccc([N+](=O)[O-])cc2C(=O)N1c1ccc(Cl)cn1	i	i	5	i	i	i	-11	i	i	i	1
CC(C)(C)OC(=O)N1CCN(C(=O)c2[nH]cnc2C(=O)NCC(=O)OCc2ccccc2)CC1	i	i	-1	i	i	i	-9	i	i	i	0
COc1ccc(NC(=O)CSc2ccc3nnc(-c4cccnc4)n3n2)c(OC)c1	i	i	2	i	i	i	-11	i	i	i	-2
CCOc1ccc(-c2nc(S(=O)(=O)c3ccccc3)c(NC)o2)cc1	i	i	·	i	i	i	-9	i	i	i	8

Part of the list above, bar-delimited.
compound | KCNK3 block | KCNQ1 inh | DYRK1A inh | TRPC4 agonist | ANO1 block | KCNQ1 act | hERG protect | ANO1 activ | TRPC4 PAM | KCNK9 block | HDAC3 inhib
Cc1ccccc1Cn1cc(NC(=O)c2nc3ncccn3n2)cn1 | i | i | -2 | i | i | i | -8 | i | i | i | 1
Cc1ccc(N2C(=O)N(Cc3ccccc3C)c3ccccc3S2(=O)=O)cc1 | i | i | 5 | i | i | i | -11 | i | i | i | 9

Screens (PubChem BioAssay)
